GAA glycogen mod: inhibitors or activators of human alpha-glucosidase glycogen cleavage | P10253 | recombinant GAA, glycogen substrate, Amplex Red glucose oxidase fluorescence | Potency, µM (top dose mostly 76.4 µM), without a hit: at the highest dose activity change, negative = inhibition, most hits filed as inhibitors | 300,000 compounds, 0.38% hits | AID 2100;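 further: 0% = full enzyme reaction and -100% = no-enzyme basal signal; the screen sought inhibitors and activators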
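Natural-substrate format: glycogen cleavage by 4 nM human enzyme, glucose read by Amplex Red coupling (Ex 573, Em 610 nm). Normalized to enzyme and no-enzyme controls.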
aGal spleen mod: inhibitors or activators of human alpha-galactosidase in spleen homogenate | 240,000 compounds, 0.008% hits | Potency, µM (series often up to 80 µM), without a hit: at the highest dose activity change, negative = inhibition, most hits filed as inhibitors | human spleen homogenate, 4MU-alpha-Gal fluorescence, 40 min | AID 2107;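 further: 0% = enzyme with vehicle and -100% = no enzyme basal signal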
Target sequence (P06280 32-429 limits assumed): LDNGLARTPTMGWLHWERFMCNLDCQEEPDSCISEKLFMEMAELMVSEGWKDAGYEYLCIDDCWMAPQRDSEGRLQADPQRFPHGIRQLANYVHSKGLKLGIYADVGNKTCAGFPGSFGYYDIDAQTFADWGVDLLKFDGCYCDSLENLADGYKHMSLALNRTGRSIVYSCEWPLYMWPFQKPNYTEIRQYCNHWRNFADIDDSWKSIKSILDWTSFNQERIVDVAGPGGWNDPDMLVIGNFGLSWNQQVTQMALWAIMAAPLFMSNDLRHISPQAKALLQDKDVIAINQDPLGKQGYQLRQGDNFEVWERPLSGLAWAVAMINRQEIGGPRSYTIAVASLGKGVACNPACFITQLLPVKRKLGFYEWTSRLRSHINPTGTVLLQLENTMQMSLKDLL
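Human spleen homogenate (1 ug) as enzyme source, 4-methylumbelliferyl-alpha-D-galactopyranoside 1 mM final, citrate/phosphate pH 5.0 with 0.01% Tween-20. Compounds 40 min at 37C, NaOH/glycine stop; fluorescence Ex 365/Em 440, Hill-fit AC50.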
ALDH1A1 inh: blocks purified human ALDH1A1 activity | Purified ALDH1A1, NADH fluorescence, propionaldehyde substrate | Potency, µM (highest dose often 75.3 µM), for the others: at the highest dose activity, negative = inhibition, most hits filed as inhibitors | 220,000 compounds, 7.3% hits | AID 1030; active means well fitted inhibition curve with a large enough effect, not every such curve was filed as active; inconclusive means small, poorly fitted or top-dose-only effect, or another doubt; inactive means no such curve, though single readings can be large or run the other way;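 further: plate controls were no enzyme wells and a reference inhibitor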
Target sequence (P00352 whole entry, looked up): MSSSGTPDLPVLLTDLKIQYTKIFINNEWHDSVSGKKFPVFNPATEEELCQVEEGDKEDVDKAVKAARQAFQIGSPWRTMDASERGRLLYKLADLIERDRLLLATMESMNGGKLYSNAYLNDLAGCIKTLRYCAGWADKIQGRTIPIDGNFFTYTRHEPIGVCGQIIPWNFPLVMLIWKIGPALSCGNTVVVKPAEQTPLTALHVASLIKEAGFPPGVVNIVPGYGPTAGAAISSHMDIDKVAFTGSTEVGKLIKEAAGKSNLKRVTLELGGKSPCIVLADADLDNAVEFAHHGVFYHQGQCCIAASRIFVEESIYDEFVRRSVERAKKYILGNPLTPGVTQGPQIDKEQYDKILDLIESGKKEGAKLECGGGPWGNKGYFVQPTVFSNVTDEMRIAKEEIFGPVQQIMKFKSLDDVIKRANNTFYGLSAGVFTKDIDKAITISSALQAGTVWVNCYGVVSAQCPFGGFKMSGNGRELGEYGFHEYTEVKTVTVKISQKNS
aGlu spleen mod: inhibits or activates alpha-glucosidase in human spleen homogenate; human spleen homogenate, 4-MU-alpha-glucoside fluorescence; Potency, µM (top dose mostly 79.9 µM), for inactives: at the highest dose activity change, negative = inhibition, usual class: inhibitors; P10253; AID 2112; 240,000 compounds, 0.006% hits;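 further: 0% = enzyme with vehicle and -100% = no enzyme basal signal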
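Human spleen homogenate (1 ug) with 4-methylumbelliferyl-alpha-D-glucopyranoside (1 mM final) in 50 mM citrate/phosphate pH 5.0, 0.01% Tween-20; 40 min at 37 C. Stopped at pH 10; 4-MU fluorescence Ex 365/Em 440 nm; AC50 by Hill fit.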
Epigenetic derep: epigenetic control regulation, reporter derepression | 280,000 compounds, 0.2% hits | murine LDR cells, GFP reporter derepression, 30 h | AID 1865 | Potency, µM (highest dose often 53.9 µM), for the others: top-dose GFP activation, hits mostly activators; further: % of control where 0% means no effect; nearly all actives have a fitted effect of over 60% in size
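Readout is the number of GFP-expressing murine LDR cells, counted by cytometry following washing. Cells were treated with compound for 30 h at 37 C; the stably integrated CMV-GFP locus is normally silent.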
NPSR antagonist: blocks cAMP signaling of the human neuropeptide S receptor; Q6W5P4; CHO-NPSR cells, cAMP TR-FRET, antagonist mode; Potency, µM (highest dose often 38.3 µM), for inactives: at the top dose activity change, negative = inhibition, hits mostly inhibitors; 220,000 compounds, 1% hits; further: on the % scale 0 is the no-effect control and ±100 the full control effect; nearly all actives have a fitted effect of over 50% in size; many of its hits are not listed in these tables
Tau fluor counter: counter-screen for tau fibril formation inhibitors; Potency, µM (series often up to 57.7 µM), for the others: at the highest dose activity change, negative = decrease; tau K18 P301L Alexa594 fluorescence, heparin fibrillization; AID 1463; 280,000 compounds, 0.93% hits; further: on the % scale 0 is the no-effect control and ±100 the full control effect; nearly all actives have a fitted effect of over 55% in size
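Human tau K18 P301L (15 uM unlabeled, 0.24 uM Alexa 594-labeled) in 100 mM sodium acetate pH 7 with 20 uM heparin, 6 hr at 37 C. ThT 30 uM added, 1 hr ambient; Alexa 594 FP and total fluorescence read at 555/632 nm.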
GAA inhib: blocks human lysosomal alpha-glucosidase; P10253; purified human GAA, 4-MU-alpha-glucoside fluorescence; Potency, µM (titrated, usually from 76.9 µM), for inactives: top-dose activity change, negative = inhibition, hits mostly inhibitors; 200,000 compounds, 0.005% hits;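 further: plate controls were uninhibited enzyme wells for no effect and no-enzyme background for full effect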
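Human alpha-glucosidase, 4 nM, pre-mixed with test compounds before 400 uM 4-methylumbelliferyl substrate; 20 min room temperature at pH 5.0. Fluorescence read after pH 10 stop; AC50 values from Hill-equation fits.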
Starred values were filed as active, the others as inactive; ? = inconclusive; · = not tested or not shown; & = joins results of further samples; [ ] = another dose, or the depositor's remark. Unless noted, the call rests on the fitted dose curve; in most records, active means well fitted curve in the direction sought with a large enough effect; inconclusive means small, poorly fitted or top-dose-only effect, or another doubt; inactive means no such curve, though single readings can be large; an effect the other way counts as inactive or inconclusive. Potency means the concentration at half of the fitted maximal effect. Only part of the results is shown (hit frequency here may not be typical).

smiles	GAA glycogen mod	aGal spleen mod	ALDH1A1 inh	aGlu spleen mod	Epigenetic derep	NPSR antagonist	Tau fluor counter	GAA inhib
COC(=O)c1ccc(NC(=S)NCCc2ccccc2)cc1	-2%	-7%	-1%	-4%	-1.0%	-9%	?	-11%
Cc1cc(C)cc(-n2c(C)cc(/C=N/NC(=O)c3ccncc3)c2C)c1	-12%	0%	?	-3%	-1.3%	-9%	-10%	?
O=c1c2ccccc2nnn1CSc1nc2ccccc2c(=O)n1Cc1ccco1	13%	-6%	?	-6%	2.9%	?	-4%	0%
O=C1C=C(O)c2c(O)cccc2C1=O	-13%	-7%	·	2%	-1.0%	-12%	-9%	·
O=C1CC(N2CCN(c3ccccn3)CC2)C(=O)N1c1ccc(Cl)cc1 (stereo unspecified)	-3%	14%	25µM*	1%	2.7%	-4%	-16%	8%
Cc1ccc(CSc2ccc3nnc(-c4ccccn4)n3n2)cc1	10%	3%	?	-3%	-1.8%	-16%	4%	-1%
CCNC(=O)NC(=O)CSc1ccccc1F	-2%	-4%	10%	1%	1.1%	9%	-1%	-5%
c1ccc2nc3c(cc2c1)CCCCC3	8%	-14%	·	1%	12%	2%	1%	·
COc1ccc(-c2[nH]ncc2CN2CCC(OCc3ccccc3)CC2)c(F)c1	-5%	6%	7%	5%	2.1%	-5%	-2%	11%
O=C(CSc1n[nH]c(=O)n1C1CC1)Nc1ccc(Cl)c(Cl)c1	3%	-6%	·	2%	-1.1%	2%[7.67 µM]	-18%	·
C=CCNC(=O)NC(=O)COC(=O)/C=C/c1cccc([N+](=O)[O-])c1	7%	2%	?	-4%	0.0%	-6%	-11%	-3%
CCCc1ccc(/C=C2\C(=O)c3ccccc3C(O)=C2C(=O)OCC)cc1	?	-3%	?	-2%	?	?	?	-7%

Other results.
smiles	GAA glycogen mod	aGal spleen mod	ALDH1A1 inh	aGlu spleen mod	Epigenetic derep	NPSR antagonist	Tau fluor counter	GAA inhib
Cc1cccc(NC(=S)NC(=O)CCc2ccccc2)c1	-12%	-8%	?	-1%	-1.2%	-11%[46.1 µM]	-27%	3%
COC(=O)/C(=C/c1ccco1)NC(=O)c1ccccc1	0%	-6%	-3%	-6%	0.0%	0%	8%	0%
CCC(=O)N(C)CCc1cc2c(c(OC)c1/C=N/NC(=O)c1ccncc1)OCO2	-13%	1%	·	-3%	-6.3%	-18%	4%	·
Cc1ccc(C(=O)Nc2c(C(=O)NCc3ccco3)cnn2-c2ccccc2)cc1	-1%	-5%	?	-8%	1.8%	-16%[46.1 µM]	-10%	0%
COc1ccc2oc(=O)c(C(=O)NCc3ccccn3)cc2c1	-3%	0%	5%	1%	2.1%	-6%[46.1 µM]	2%	4%
O=C(CSC1CS(=O)(=O)c2cc([N+](=O)[O-])ccc21)NNC(=O)c1ccccc1 (stereo unspecified)	3%	8%	·	-1%	2.1%	19%	-13%	·
Cc1cc2oc3c(c(=O)c2cc1C)C(c1ccc(F)cc1)N(CCCN1CCOCC1)C3=O (stereo unspecified)	7%	3%	7.1µM*	-2%	4.0%	4%[46.1 µM]	-8%	-31%
CC(C)(C)n1ncc2c(=O)n(CC(=O)NCc3ccc(F)cc3)cnc21	0%	-10%	7%	-15%	-1.1%	8%[46.1 µM]	-8%	-2%
O=C(COC(=O)CC12CC3CC(CC(Br)(C3)C1)C2)NC(=O)NCc1ccco1	-10%	2%	-7%	-7%	2.2%	-17%[46.1 µM]	-10%	6%
CC(=O)c1ccc2noc(-c3ccc(C)cc3)c2c1	-2%	4%	?	2%	-1.4%	-24%	-11%	13%
COc1ccc(NC(=O)CSc2n[nH]c(-c3ccco3)n2)cc1	2%	8%	-3%	3%	-3.1%	-1%	-3%	-2%
O=C(O)C1OC(Oc2c(-c3ccc(O)c(O)c3)oc3cc(O)cc(O)c3c2=O)C(O)C(O)C1O (stereo unspecified)	4µM*	-12%	?	-17%	0.2%	-15%	-14%	1%[15.4 µM]

Next section
smiles	GAA glycogen mod	aGal spleen mod	ALDH1A1 inh	aGlu spleen mod	Epigenetic derep	NPSR antagonist	Tau fluor counter	GAA inhib
CC(=O)Nc1ccc(S(=O)(=O)N2CCN(C34CC5CC(CC(C5)C3)C4)CC2)cc1	4%	-14%	2%	-6%	2.2%	-4%[46.1 µM]	-7%	-4%
CCCCNC(=S)N(C)/N=C/c1c(F)cccc1F	-3%	7%	-7%	6%	0.0%	-19%	-15%	1%
CCS(=O)(=O)N1CCC(C(=O)NCCCN2CCCC2)CC1	0%	0%	7%	5%	1.2%	0%[46.1 µM]	11%	-3%
COc1ccc(C(=O)CCC(=O)Nc2cccnc2)cc1	3%	-9%	-6%	6%	0.0%	1%	7%	7%
CC(C)COc1ccc(Br)cc1CNC(C)(C)C	8%	6%	11%	-2%	-0.1%	6%	0%	·
Fc1cccc(Nc2nc(Cl)nc(Cl)n2)c1	-6%	1%	-9%	6%	-0.2%	2%	3%	12%
CCOC(=O)C1C(c2cc(OC)c(O)c(OC)c2)NC(=S)NC1(O)C(F)(F)F (stereo unspecified)	-6%	-9%	10%	1%	-0.9%	27%	-2%	6%
Cn1cnc([N+](=O)[O-])c1Nc1cccc(O)c1	2%	-1%	0%	-2%	1.1%	3%[46.1 µM]	-16%	-12%
Cc1ccc(NC(=O)NCCc2ccc(S(N)(=O)=O)cc2)cc1	-3%	9%	9%	-16%	0.4%	4%[46.1 µM]	2%	-1%
Cc1ccccc1C(=O)N1CCc2c([nH]c3ccccc23)C1C(F)(F)F (stereo unspecified)	-14%	6%	13%	5%	1.3%	39%	-25%	-4%
C=CCc1ccc(OCCCN2CCCC(C)C2)c(OC)c1 (stereo unspecified)	-9%	-8%	16µM*	-20%	-3.6%	1%[46.1 µM]	0%	-6%
CCOC(=O)c1cc(=O)c2ccc(OCC(=O)Nc3ccccc3)cc2o1	7%	-8%	·	-2%	-1.4%	2%[7.67 µM]	-17%	·

Later entries
smiles	GAA glycogen mod	aGal spleen mod	ALDH1A1 inh	aGlu spleen mod	Epigenetic derep	NPSR antagonist	Tau fluor counter	GAA inhib
CCc1cccc(CC)c1NC(=S)NCCc1ccc(O)c(O)c1	?	3%	22µM*	0%	0.9%	-8%	-26%	7%
CC1=C(Cl)C2=NS(=O)(=O)CCN2C=C1Cl	-3%	18%	?	-9%	4.5%	10%	3%	12%
CCCCCCNC(=O)Nc1ccc(S(=O)(=O)Nc2ccc(CCNC[C@H](O)COc3ccc(O)cc3)cc2)cc1	·	0%	-3%	-13%	-0.9%	·	13µM*[quencher]	·
COC(=O)[C@H](C)[C@@H]1C[C@@]1(C)[C@@H](NC(=O)OCc1ccccc1)c1ccccc1	-4%	1%&-2%	-5%&-4%	-3%&3%	0.6%&6.0%	-10%	-18%&-5%	0%
O=C(NCc1nnc(SCC(=O)N2CCCCCC2)o1)c1ccco1	4%	-4%	?	-12%	-1.5%	-12%[46.1 µM]	-9%	1%
O=C(NC(=S)Nc1ccc2oc(-c3cccnc3)nc2c1)c1cccc(Cl)c1	-1%	0%	-6%	-20%	-0.9%	7%[46.1 µM]	-9%	4%
Cc1cc(N2C(=O)c3ccc(C(=O)NCc4ccccc4)cc3C2=O)no1	-1%	3%	·	-6%	-1.1%	-3%	-9%	-3%[15.4 µM]
Nc1nonc1/C(=N/O)N1CCCC1	-29%	-2%	6%	-2%	0.0%	12%[46.1 µM]	3%	-1%
CC(=O)Nc1ccc(Nc2cc(C(C)C)nc3c(-c4ccccc4)c(C)nn23)cc1	-6%	19%	·	10%	2.0%	?	13µM*[quencher]	·
CN1CCCc2cc3c(C(F)(F)F)cc(=O)oc3nc21	-1%	-1%	?	2%	-0.9%	14%[46.1 µM]	0%	3%
COc1cc2c(cc1NC(=O)/C=C/c1ccccc1)oc1ccccc12	-10%	1%	6%	-6%	-2.1%	-18%[46.1 µM]	-5%	-6%
N#CCCn1cc(/C=N/NC(N)=S)c(-c2ccccc2)n1	?	3%	?	9%	1.3%	4%	-7%	2%

Next section:
smiles	GAA glycogen mod	aGal spleen mod	ALDH1A1 inh	aGlu spleen mod	Epigenetic derep	NPSR antagonist	Tau fluor counter	GAA inhib
CCN(CC)c1ccc(/C=N/NC(=O)c2ccco2)cc1	2%	5%	10µM*	3%	-5.1%	-19%	?	?
COc1cc(NC2c3ncccc3C(=O)N2Cc2ccco2)cc(OC)c1 (stereo unspecified)	1%	-24%	16µM*	-4%	1.2%	?	-10%	4%
COc1ccc(CN2C(=O)c3ccccc3C2C(=O)NC2CCCC2)c(OC)c1 (stereo unspecified)	-3%	6%	-2%	1%	0.0%	4%[46.1 µM]	-6%	-8%
CCCOc1ccc(/C(O)=C2/C(=O)C(=O)N(CCN(C)C)C2c2ccc(O)c(OC)c2)cc1 (stereo unspecified)	-23%	-4%	4%	-2%	-3.3%	6%[46.1 µM]	-6%	-2%
Oc1c(/C=C/C=C/C=Nc2ccccc2)sc(=S)n1Cc1ccccc1	1%	5%	·	-3%	1.0%	-13%	?	·
COc1cc(-n2c(N)c(C(=O)NCc3ccco3)c3nc4ccccc4nc32)cc(OC)c1OC	-6%	-3%	?	-1%	?	-21%	-13%	?
CN1CCCN(c2ncnc3scc(-c4ccc(F)cc4)c23)CC1	6%	-9%	13%	-5%	0.0%	-1%	-7%	6%
O=C1CCCC2=C1C(c1ccccc1O)C1=C(CCCC1=O)O2	7%	8%	13%	4%	-3.1%	-15%[46.1 µM]	-3%	-5%
CCn1c(/C=C2/C(=O)N(C)c3ccccc32)nc2ccccc2c1=O	-2%	5%	9.5µM*	-1%	-1.7%	-13%[46.1 µM]	2%	11%
O=C(C(c1ccccc1)c1ccccc1)N1CCOCC1	13%	3%	-8%	7%	-3.3%	-12%[46.1 µM]	-1%	-12%
CCOc1ccc(N2C(=O)S/C(=C\c3ccc(O)c(OC)c3)C2=O)cc1	-2%	7%	·	3%	2.8%	-16%	?	·
O=C(Nc1nnc(SCc2ccccc2Cl)s1)c1cccc([N+](=O)[O-])c1	-6%	4%	?	6%	-1.0%	9%	?	-9%

Single records (already shown). Screens in order: GAA glycogen mod, aGal spleen mod, ALDH1A1 inh, aGlu spleen mod, Epigenetic derep, NPSR antagonist, Tau fluor counter, GAA inhib
CCn1c(/C=C2/C(=O)N(C)c3ccccc32)nc2ccccc2c1=O in the list: -2%, 5%, 9.5µM*, -1%, -1.7%, -13%[46.1 µM], 2%, 11%
COc1cc(NC2c3ncccc3C(=O)N2Cc2ccco2)cc(OC)c1 (stereo unspecified) in the list: 1%, -24%, 16µM*, -4%, 1.2%, ?, -10%, 4%

Source: PubChem BioAssay (National Center for Advancing Translational Sciences (NCATS))
